PI4K2A block: inhibitors of human PI4K2A | Q9BTU6 | purified PI4K2A, ADP-Glo luminescence, 1 h; stronger effect = lower value | activity change, negative = inhibition, % at 76.9 µM | 0.13% of 420,000 active | AID 1346378; in the data active = activity change below about -50%; inconclusive = mostly about -30% to -49%;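 also: -100% = wells without enzyme as full effect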
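ADP-Glo luminescence measured ADP generated by PI4K2A enzyme (4 ug/mL before mixing) with 1.2 mM PI substrate (pre-mix) and 300 microM ATP (pre-mix). Tris pH7.5 buffer with MgCl2, Triton X-100; 1 h reaction at ambient temperature.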
PGK inhibitor: T. brucei PGK inhibition; 0.043% of 380,000 active; Potency, µM (top dose mostly 57.5 µM), for the others: at the top dose activity change, negative = inhibition, actives largely listed as inhibitors; PGK/GAPDH coupled, Kinase-Glo luminescence, 60 min; P07378; AID 602233; also: potency is read from the fitted curve at half-maximal effect; % is scaled to controls: 0 for no effect and ±100 for the full control effect; nearly all actives have a fitted effect of over 60% in size
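Luminescent ATP detection (Kinase-Glo Plus) follows a 60-minute room-temperature incubation, with wells lacking PGK as controls. Buffer: 100 mM TEA (pH 7.6), 5 mM MgCl2, 0.01% Tween-20. Coupling enzyme GAPDH (100 nM final) supplies unstable 1,3-BPG in-well.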
G9a block: inhibitors of human histone lysine methyltransferase G9a. Q96KQ7. G9a H3K9 monomethylation, AlphaScreen, 2 h. Potency, µM (doses to about 102 µM), without a hit: at the highest dose activity, negative = inhibition, actives largely listed as inhibitors. 8.8% of 350,000 active. AID 504332; also: potency is read from the fitted curve at half-maximal effect; % is scaled to controls: 0 for no effect and ±100 for the full control effect; nearly all actives have a fitted effect of over 75% in size
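Signal arises when biotinylated H3K9 peptide, once monomethylated, bridges streptavidin donor and antibody-captured acceptor beads. Enzyme at 20 nM was preincubated 15 min with test compounds; peptide 500 nM and SAM 20 uM then reacted for 2 h.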
GLS inh: blocks human kidney-isoform glutaminase activity | GLS enzymatic activity, qHTS titration | 0.21% of 410,000 active | AID 624170 | O94925 | Potency, µM (titrated, usually from 45.5 µM), without a hit: top-dose activity change, negative = inhibition, hits mostly inhibitors; also: potency is read from the fitted curve at half-maximal effect; % is scaled to controls: 0 for no effect and ±100 for the full control effect
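hKGA in 45 mM KH2PO4 pH 8.2, 0.02% Tween-20 with pin-transferred compounds; 1 mM L-glutamine (stock) plus glutamate oxidase/HRP/Amplex Red coupling added. Fluorescence read initially and after 30 min at RT.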
Pol eta inh: DNA polymerase eta (human) inhibition; Q9Y253; recombinant Pol eta, fluorescent DNA replication assay; Potency, µM (series often up to 114 µM), without a hit: top-dose activity change, negative = inhibition, usual class: inhibitors; 1.2% of 390,000 active; AID 588591; also: potency is read from the fitted curve at half-maximal effect; % is scaled to controls: 0 for no effect and ±100 for the full control effect
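Pol eta at 10 nM preincubated with compounds 15 min at room temperature; reaction started with fluorescent substrate (50 nM final) and read kinetically at 0 and 10 min.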
BAZ2B inh: blocks human BAZ2B. Q9UIF8. 4.4% of 360,000 active. Potency, µM (titrated, usually from 114 µM), for the others: at the highest dose activity change, negative = inhibition, hits mostly inhibitors. AlphaScreen BAZ2B-H3K14Ac peptide displacement; also: potency is read from the fitted curve at half-maximal effect; % is scaled to controls: 0 for no effect and ±100 for the full control effect; nearly all actives have a fitted effect of over 60% in size
Target sequence (Q9UIF8 whole entry, looked up): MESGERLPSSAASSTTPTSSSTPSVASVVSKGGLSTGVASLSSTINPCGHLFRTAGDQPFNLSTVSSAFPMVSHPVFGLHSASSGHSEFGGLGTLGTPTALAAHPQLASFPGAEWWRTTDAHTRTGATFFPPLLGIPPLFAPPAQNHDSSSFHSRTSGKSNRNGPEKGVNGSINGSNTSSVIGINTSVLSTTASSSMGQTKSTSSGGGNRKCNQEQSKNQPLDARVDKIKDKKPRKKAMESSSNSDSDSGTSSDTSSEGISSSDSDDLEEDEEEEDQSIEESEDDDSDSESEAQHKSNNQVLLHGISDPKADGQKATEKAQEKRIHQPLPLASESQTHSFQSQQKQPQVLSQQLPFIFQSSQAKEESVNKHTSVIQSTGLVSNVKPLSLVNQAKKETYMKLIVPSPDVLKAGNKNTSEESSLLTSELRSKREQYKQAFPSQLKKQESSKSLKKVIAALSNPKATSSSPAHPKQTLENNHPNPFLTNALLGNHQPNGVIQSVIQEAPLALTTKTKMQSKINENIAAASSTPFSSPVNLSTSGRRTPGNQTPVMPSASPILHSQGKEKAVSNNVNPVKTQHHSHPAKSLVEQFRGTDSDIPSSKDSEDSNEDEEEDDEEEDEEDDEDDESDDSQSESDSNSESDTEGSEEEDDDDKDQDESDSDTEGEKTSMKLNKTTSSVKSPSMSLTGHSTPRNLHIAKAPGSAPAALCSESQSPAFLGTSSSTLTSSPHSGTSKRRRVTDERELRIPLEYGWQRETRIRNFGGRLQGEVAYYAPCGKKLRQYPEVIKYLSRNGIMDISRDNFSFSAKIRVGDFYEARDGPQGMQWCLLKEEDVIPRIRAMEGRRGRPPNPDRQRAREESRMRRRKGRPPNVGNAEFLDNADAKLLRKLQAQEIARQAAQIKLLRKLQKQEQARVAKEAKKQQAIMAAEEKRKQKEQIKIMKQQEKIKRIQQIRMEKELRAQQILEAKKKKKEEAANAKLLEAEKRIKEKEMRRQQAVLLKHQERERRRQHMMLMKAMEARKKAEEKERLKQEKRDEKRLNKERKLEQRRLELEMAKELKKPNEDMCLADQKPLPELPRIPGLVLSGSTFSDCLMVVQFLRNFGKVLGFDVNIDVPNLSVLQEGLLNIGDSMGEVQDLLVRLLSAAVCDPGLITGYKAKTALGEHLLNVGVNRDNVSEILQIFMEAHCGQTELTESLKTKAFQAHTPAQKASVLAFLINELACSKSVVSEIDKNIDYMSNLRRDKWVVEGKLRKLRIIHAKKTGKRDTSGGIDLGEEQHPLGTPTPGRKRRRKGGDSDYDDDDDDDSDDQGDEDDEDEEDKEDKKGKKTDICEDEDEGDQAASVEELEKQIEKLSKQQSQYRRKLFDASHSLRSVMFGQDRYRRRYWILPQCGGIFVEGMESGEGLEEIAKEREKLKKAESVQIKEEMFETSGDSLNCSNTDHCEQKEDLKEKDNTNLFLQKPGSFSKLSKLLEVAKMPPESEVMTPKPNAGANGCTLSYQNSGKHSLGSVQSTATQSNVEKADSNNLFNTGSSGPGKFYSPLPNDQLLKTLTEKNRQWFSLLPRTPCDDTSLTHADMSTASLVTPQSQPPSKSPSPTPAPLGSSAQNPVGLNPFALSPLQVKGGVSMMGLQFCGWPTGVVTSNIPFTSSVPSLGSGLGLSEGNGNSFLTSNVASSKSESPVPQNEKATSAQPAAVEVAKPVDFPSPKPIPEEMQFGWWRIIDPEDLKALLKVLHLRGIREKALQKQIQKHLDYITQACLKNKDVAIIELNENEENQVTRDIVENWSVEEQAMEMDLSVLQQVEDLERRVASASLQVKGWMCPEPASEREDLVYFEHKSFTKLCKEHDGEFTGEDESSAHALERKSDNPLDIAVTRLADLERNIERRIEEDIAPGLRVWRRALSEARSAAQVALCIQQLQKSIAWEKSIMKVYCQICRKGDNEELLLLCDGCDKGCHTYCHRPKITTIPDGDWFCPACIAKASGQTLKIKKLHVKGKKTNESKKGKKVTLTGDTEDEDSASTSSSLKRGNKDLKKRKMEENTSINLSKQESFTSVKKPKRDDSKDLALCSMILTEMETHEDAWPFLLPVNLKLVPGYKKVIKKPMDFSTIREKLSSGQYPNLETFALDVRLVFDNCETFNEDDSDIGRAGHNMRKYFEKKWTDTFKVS
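Inhibition is scored as reduced AlphaScreen emission. The BAZ2B/b-H3(5-23)K14Ac complex (50 nM each) in PBS pH 7.4, 0.01% Tween-20 meets compound (up to 110 uM) for 30 min at RT before bead addition.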
JMJD2A Tudor: inhibitors of human JMJD2A Tudor domain; O75164; AlphaScreen JMJD2A-Tudor / H3K4me3 peptide binding; Potency, µM (titrated, usually from 114 µM), for inactives: at the highest dose activity change, negative = inhibition, usual class: inhibitors; 4.4% of 390,000 active; AID 504339; also: potency is read from the fitted curve at half-maximal effect; % is scaled to controls: 0 for no effect and ±100 for the full control effect; nearly all actives have a fitted effect of over 50% in size
HP1b binding inh: inhibitors of HP1-beta chromodomain binding to methylated histone tails; P83916; 0.56% of 390,000 active; AID 540317; Potency, µM (titrated, usually from 114 µM), for inactives: at the highest dose activity change, negative = inhibition, hits mostly inhibitors; AlphaScreen HP1-beta / biotin-H3K9me3 peptide binding; also: potency is read from the fitted curve at half-maximal effect; nearly all actives have a fitted effect of over 70% in size; inactives centre near 23
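Compound inhibition of the preformed complex between 50 nM HP1-beta and 50 nM biotinylated H3K9me3 peptide was read by AlphaScreen. Buffer was PBS pH 7.4 with 0.01% Tween-20. Incubations ran 30 min at room temperature, with 10 ug/mL donor/acceptor beads.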
Pin1 inh: human Pin1 inhibition. 0.009% of 390,000 active. Pin1 FP peptide displacement, HiFluor488, 10 min. AID 504891. Potency, µM (top dose mostly 115 µM), without a hit: at the top dose activity, negative = inhibition, most hits filed as inhibitors. Q13526; active = well fitted inhibition curve with a large enough effect in the polarisation, with a control signal flat, not every such curve was filed as active; inconclusive = small, poorly fitted or top-dose-only effect, or effect the other way, or a change in a side signal; inactive = no such curve, though single readings can be large or run the other way; the % refers to the polarisation; also: potency is read from the fitted curve at half-maximal effect; % is scaled to controls: 0 for no effect and ±100 for the full control effect
* = called active by the depositor; i = inactive; ? = inconclusive; / = not tested or not shown; & = joins results of further samples; [ ] = dose if it differs, or a comment. Unless noted, calls follow the shape of the dose curve; as a rule, active = well fitted curve in the direction sought with a large enough effect; inconclusive = small, poorly fitted or top-dose-only effect, or another doubt; inactive = no such curve, though single readings can be large; an effect the other way counts as inactive or inconclusive. These rows are one share of the data (hit frequency here may not be typical).

SMILES	PI4K2A block	PGK inhibitor	G9a block	GLS inh	Pol eta inh	BAZ2B inh	JMJD2A Tudor	HP1b binding inh	Pin1 inh
CCCCOC(=O)C1[C@H]2C(=O)N(CCc3ccccc3)C[C@]23C=C[C@H]1O3 (stereo partly drawn)	6	/	-5%[59 µM]	6%	-5%	/	-12%	24%	-8%
CN1CCN(CC(=O)Nc2cccc(S(=O)(=O)N(C)c3ccccc3)c2)CC1	1	-5%	29%[59 µM]	-1%	-18%	9%	-4%	47%[activator]	-7%
CCN(CC)CCN(C)C(=O)c1ccc(OC2CCN(C(=O)C3CC3)CC2)cc1	-3	-4%	26%	2%	-4%	7%	-7%	9%	2%
CCOC(=O)Cn1cnc2onc(-c3ccc(F)cc3)c2c1=O	0	-5%	24%[59 µM]	3%	-8%	2%	6%	70%[activator]	18%
CCOC(=O)c1cnc2c(C)cc(C)cc2c1Nc1ccc(OCc2ccccc2)cc1	0	0%	1%[59 µM]	3%	-16%	-15%	-10%	35%	113%[activator]
CN(C)CCNC(=O)C(=O)NCC1OCCN1S(=O)(=O)c1ccc([N+](=O)[O-])cc1 (stereo not drawn)	-5	-4%	-11%[59 µM]	-4%	-16%	1%	-1%	20%	3%
O=C(OCn1ncc(Br)c(Br)c1=O)c1ccc(F)cc1	4	i	-25%[12.7 µM]	-20%	?	0%	-10%	32%	14%
O=C1C(C=Nc2ccc(F)cc2)=C(O)c2ccccc21	-5	-8%	-5%	-18%	-9%	4%	-20%[57.1 µM]	41%[activator]	11%
CCc1nnc(NC(=O)CSc2nnc(C)n2-c2ccc(C)cc2)s1	3	-5%	20%[12.7 µM]	6%	0%	-23%	-14%	21%	-4%
COc1ccc(OC)c(/C=N/NC(=O)CCc2c(C)n[nH]c2C)c1	-5	-6%	/	-2%	-16%	-1%	-8%	48%[activator]	-2%
CCc1cc2c(-c3ccccc3)cc(=O)oc2cc1OC(C)C(=O)O (stereo not drawn)	-1	-4%	/	9%	-6%	0%	6%	31%	9%
Cc1cc(C(=O)OCC(=O)Nc2ccccc2C(F)(F)F)on1	1	0%	/	-3%	-2%	/	-6%	28%	17%
Cn1c2c(c(=O)n3ncnc13)CCCC2	3	-7%	10%	-10%	-19%	-9%	4%[57.1 µM]	-2%	-6%
CC(=O)c1cccc(NC(=O)C2CCN(c3nnc(-n4cccc4)s3)CC2)c1	6	-1%	2%[59 µM]	9%	-3%	7%[57.1 µM]	-15%	14%	0%
COc1ccc(-n2nc3c(N4CCC(C(=O)NCc5cccc(C)c5)CC4)nnc(C)c3c2C)cc1	1	-3%	/	0%	-13%	0%	-8%	31%	0%
CC1CCCCN1CCNC(=O)c1ccc2c(c1)N(Cc1ccccc1)C(=O)c1ccccc1S2(=O)=O (stereo not drawn)	0	i	/	-4%	-15%	-14%	-14%	23%	0%
COc1ccc(C2CC(c3cccs3)=NN2C(=O)COC(=O)c2cncc(Br)c2)cc1OC (stereo not drawn)	-4	-2%	-24%	5%	-9%	-25%	-30%	-11%	?
CC1=C(c2ccc(F)cc2)S(=O)(=O)N=C1N1CCC(C(=O)NCCc2ccccc2)CC1	-1	/	1%[59 µM]	1%	/	-8%	-3%	3%	-1%
Cc1cc(/C=N/NC(=O)c2cccc([N+](=O)[O-])c2)c(C)n1-c1ccc(Cl)cc1Cl	7	i	2%	10%	-15%	-37%	-30%	0%	-2%
CN(C)C(CNC(=O)c1cc(S(=O)(=O)N(C)c2ccccc2)ccc1Cl)c1cccs1 (stereo not drawn)	0	-4%	?	-21%	-8%	-18%	-20%	23%	0%
O=C(COC(=O)c1ccc(S(=O)(=O)N2CCCC2)cc1)Nc1ccc(F)cc1F	159	-14%	-4%	0%	-11%	-3%	-8%	10%	5%
COc1ccc(-c2csc3nc(-c4ccccc4)oc(=O)c23)cc1OC	2&0	3%	28%	-11%&5%	-11%&0%	22%&8%	-2%&17%	49%&44%[activator]	5%&-1%
COc1ccc(-c2cn3nc(N4CCC(C(=O)Nc5cccc(Cl)c5)CC4)sc3n2)cc1	3	-5%	?	-3%	7%	0%	-7%	32%	-6%
COc1cc(C(=S)N2CCOCC2)ccc1OC(=O)c1ccccc1C	1	-2%	/	0%	-1%	?	-27%	-5%	?
CCCn1c(CN2CCN(C(=O)c3ccco3)CC2)nc2cc(S(=O)(=O)N(C)C)ccc21	-8	-4%	40µM*	4%	2%	20%	-8%	?	5%
COc1cc(OC)cc(-c2cc(N3C(=O)Nc4ccccc4N3O)n[nH]2)c1	0	-3%	4%[59 µM]	7%	-7%	-34%	-14%	14%	4%
Nc1nc(N)c(S(=O)(=O)c2ccccc2)c(Nc2ccc(F)cc2)n1	-1	-2%	-7%[59 µM]	1%	-5%	-12%	-15%	13%	0%
COc1cc(CN(C(=O)c2oc3ccccc3c2C)C2CCS(=O)(=O)C2)cc(OC)c1OC (stereo not drawn)	2	2%	8%[59 µM]	1%	-4%	-5%	6%	32%	68%[activator]
CCC(C)C(NC(=O)/C(=C\c1ccccc1)NC(=O)c1ccc(OC)cc1)C(=O)O (stereo not drawn)	1	-7%	34%[59 µM]	0%	-12%	-10%	-33%	8%	0%
COc1ccc2oc(=O)c(C(=O)NCCc3c(C)[nH]c4c(Cl)cccc34)cc2c1	-5	-1%	-2%[59 µM]	-3%	-26%	-16%	-22%	28%	?
O=C(CSc1nc2ccccc2s1)NNC(=S)Nc1ccccc1	1	2%	3.5µM*	14%	-4%	1%	-14%	5%	3%
CCOc1ccc(OCCCC(=O)NC2=NCCS2)cc1	-1	11%	31%[12.7 µM]	7%	-7%	-5%	-6%	13%	-1%
COc1ccc(NC(=O)/C(Cl)=C(/Cl)S(=O)Cc2ccccc2Cl)cn1 (stereo not drawn)	-17	4%	10µM*	?	8%	-16%	-21%	-19%	0%
COc1ccc(N2CCN(c3ncnc4sc(C(=O)NCC5CCCO5)c(C)c34)CC2)cc1 (stereo not drawn)	-8	i	40µM*	3%	-21%	-22%	?	-19%	-7%
CCOC(=O)c1ccccc1NC(=O)CN(c1cc(C(F)(F)F)ccc1Cl)S(C)(=O)=O	1	0%	1%[59 µM]	-3%	-25%	-1%	-1%	36%	?
O=C(COc1ccc(C(=O)c2ccc(F)cc2)cc1)Nc1cccc(S(=O)(=O)N2CCOCC2)c1	7	i	/	-1%	-23%	/	1%	28%	7%
Cc1cc(N/C(=N/S(=O)(=O)c2cc(F)ccc2F)c2ccccc2)n(-c2ccccc2)n1	-1	-7%	11%	2%	-14%	-20%	?	29%	-4%
Cc1nc2cc(-c3ccc(Cl)cc3)nn2c(C)c1CCC(=O)N1CCN(c2ccccc2)CC1	4	-5%	-7%[59 µM]	-17%	-26%	-12%	-16%	-7%	1%
Cn1nc(C(C)(C)C)c(NC(=O)c2cccs2)c1C(C)(C)C	-2	i	8%	-2%	-19%	-1%	4%	25%	-1%
Cc1cccc(CCNC(=O)CCS(=O)(=O)c2cc3c(cc2Cl)NC(=O)CO3)c1	-1&6	3%&0%	-18%[59 µM]	5%&-11%	4%&-3%	3%&-19%	-2%&-9%	40%&23%[activator]	6%&-7%
CCN1CCN(c2ccc(NC(=O)c3ccc4c(c3)[nH]c(=O)n4Cc3ccc(F)cc3)cc2)CC1	3	i	50µM*	8%	-11%	?	?	-6%	4%
CC1CCCCC1NS(=O)(=O)c1ccc(S(=O)(=O)N2CCCC2)cc1 (stereo not drawn)	-6	-1%	?	0%	0%	2%	-21%	31%[activator]	14%
COC(=O)c1cc(OC)c(OC)cc1NC(=O)Cc1cccs1	2	-1%	/	-13%	-15%	?	-16%	30%	-2%
COC(=O)/C=C/c1ccc2c(c1)S(=O)(=O)N(c1cccc(OC)c1)[C@H]2CC(=O)OC	-2	-6%	/	2%	-5%	/	-16%	17%	13%
Nc1nccnc1C(=O)OCC(=O)c1ccc[nH]1	-6	-2%	50µM*	6%	-13%	-1%	-16%	6%	19%
O=S(=O)(Nc1cccc(-c2cn3ccsc3n2)c1)c1ccc(F)cc1	-3	-2%	-4%[12.7 µM]	-6%	?	?	?	-12%	-1%
CCOc1ccc(NC(=O)C(=O)NCCc2csc(-c3ccc(F)cc3)n2)cc1	-3	-2%	6%[59 µM]	6%	-6%	4%	?	15%[57 µM]	-1%
CCN(CC(=O)Nc1c(F)cccc1F)C(=O)COc1ccc2c(C)cc(=O)oc2c1	0	-6%	?	5%	4%	0%	-14%	15%	0%
COCCCNC(=O)C[C@H]1C[C@H](C(=O)N(C(C)C)C(C)C)[C@@]2(C)c3[nH]c4ccc(Cl)cc4c3CCN2C1=O	4	-10%	/	-9%	-11%	/	-17%	?	4%
Nc1nccnc1C(=O)OCC(=O)N1CCN(S(=O)(=O)c2ccc(Cl)cc2)CC1	0	7%	?	1%	-5%	?	-11%	14%	?
CCOC(=O)c1c(C)[nH]c(C)c1S(=O)(=O)NCC(=O)Nc1ccccn1	-6	-7%	3%	0%	-7%	-20%	-8%	72%[activator]	1%
CC1=CC(C)(C)N2C(=O)C3(C(C#N)=C(N)OC4=C3C(=O)CCC4)c3c(C)c(C)cc1c32 (stereo not drawn)	4	3%	-11%[59 µM]	5%	9%	2%	-14%	36%	1%
